Screens deposited in PubChem BioAssay by several laboratories.
phage Ecoli inh: E. coli growth loss with phage present. growth absorbance. inhibition, % at 11.9 µM. hit rate 0.26% among 360,000. AID 651602; in the data active = inhibition above about 11%
HTR5A inv ctr: HTR5A inverse agonism, opioid heterodimer counter-screen; HTR5A cell line, luminescence; inhibition, % at 9.3 µM; hit rate 0.083% among 340,000; in the data active = inhibition mostly above about 23%, no sharp cut-off; inactive = mostly below about 18%;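 note: 0% = cells with DMSO and 100% = no-cell wells with DMSO; some compounds called inactive have numbers as strong as hits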
Ecoli viability: reduces bacterial viability in AddAB counter-screen | E. coli V3065 growth, OD600 absorbance, 18 h | inhibition, % at 11.9 µM | hit rate 0.27% among 330,000 | AID 449728;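 active = inhibition above the campaign's mean inhibition across all tested compounds plus 3 SD, cut at about 9.9% in these data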;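 note: uninfected addAB+ strain grown without phage in ampicillin broth; 0% = DMSO wells and 100% = ciprofloxacin 0.95 µg/ml wells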
Mot1-301 SUMO: inhibitors of SUMOylation pathway: yeast Mot1-301 growth rescue | S. cerevisiae Mot1-301 growth rescue, ATP luminescence, 38.5C; percent above DMSO median, 100 means doubled | growth rescue, % at 18.8 µM | hit rate 1% among 320,000;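 active = every valid replicate shows activation above 250% relative to neutral control wells; inactive = the rest, any valid replicate at or below 250%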;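 note: OY570 slx delta 5 strain wells were the positive control but not used for scaling; some compounds called inactive have numbers as strong as hits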
PKA-R1A activ: activators of PKA-R1A complex | PKA-R1A dissociation, Cy5-IP20 fluorescence polarization; scaled: DMSO 0%, 113 µM cGMP 100% | hit rate 0.083% among 340,000 | activation, % at 11.4 µM;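 active = percent activation above the mean of all tested compounds plus 3 SD, cut at about 19% in these data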;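 note: higher means more PKAc released from R1A so a rise in polarization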
AddAB inh: less growth of phage-infected E. coli with AddAB. hit rate 0.29% among 330,000. inhibition, % at 11.9 µM. AID 435030. E. coli expressing H. pylori AddAB, absorbance growth; in the data active = inhibition above about 12%;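 note: 0% = vehicle wells of infected cells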
CDK5 p35 inh: inhibitors of human CDK5/p35 kinase; Q00535+Q15078; Recombinant CDK5/p35, ADP-Glo luminescence, 60 min; inhibition, % at 10 µM; hit rate 0.01% among 330,000;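 active = highest replicate inhibition of at least 50% and at least 75% of replicates reaching 50%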;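 note: plate controls were DMSO neutral control for no effect and GW8510 at 10 µM for full effect; many of its hits are not listed in these tables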
DAGLB inhibitor: diacylglycerol lipase beta (human) inhibition. Q8NCG7. HEK293T DAGLB membrane lysate, EnzChek fluorogenic substrate. inhibition, % at 5.17 µM. hit rate 0.059% among 340,000; in the data active = inhibition above about 34%;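 note: 0% = enzyme with vehicle and 100% = wells lacking enzyme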
Target sequence (Q8NCG7 whole entry, looked up): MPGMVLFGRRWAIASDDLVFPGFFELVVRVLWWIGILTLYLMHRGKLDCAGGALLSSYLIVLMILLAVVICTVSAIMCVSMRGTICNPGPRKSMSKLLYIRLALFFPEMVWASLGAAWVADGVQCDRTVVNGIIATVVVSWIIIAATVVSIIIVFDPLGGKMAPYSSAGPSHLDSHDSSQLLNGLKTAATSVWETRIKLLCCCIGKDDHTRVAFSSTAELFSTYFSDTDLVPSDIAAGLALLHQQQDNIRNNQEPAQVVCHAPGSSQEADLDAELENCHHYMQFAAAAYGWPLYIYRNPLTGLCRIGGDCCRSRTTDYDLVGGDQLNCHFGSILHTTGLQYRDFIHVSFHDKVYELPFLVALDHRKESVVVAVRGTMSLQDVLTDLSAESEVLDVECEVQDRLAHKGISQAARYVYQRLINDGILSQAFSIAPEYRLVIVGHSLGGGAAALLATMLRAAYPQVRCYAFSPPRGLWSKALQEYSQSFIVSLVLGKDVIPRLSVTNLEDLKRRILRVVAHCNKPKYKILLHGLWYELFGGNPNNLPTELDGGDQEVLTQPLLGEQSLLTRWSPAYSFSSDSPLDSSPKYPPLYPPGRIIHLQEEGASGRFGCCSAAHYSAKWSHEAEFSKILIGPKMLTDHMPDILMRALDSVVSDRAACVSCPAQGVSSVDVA
HTR5A ag ctr: counter-screen for OPRM1-OPRD1 agonists: human HTR5A agonism; P47898; HTR5A agonist assay, luminescence, cell-based; activation, % at 9.3 µM; hit rate 0.61% among 340,000; AID 504692; in the data active = activation mostly above about 9.5%, no sharp cut-off; inactive = mostly below about 7.6%;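 note: 0% = cells with vehicle only and 100% = reference agonist; strong numbers were not always called active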
Tat transport: inhibitors of E. coli Tat protein transport | E. coli MC4100 TorA-mCherry Tat export, fluorescence | inhibition, % at 10 µM | hit rate 0.036% among 340,000 | AID 488895;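 active = mean replicate inhibition at least 50% and at least half of replicates individually reaching 50%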;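 note: exported cargo escapes ClpAP degradation while cytoplasmic cargo is degraded and loses fluorescence; 0% = median of neutral control wells and 100% = median of NaSCN control wells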
PKA-R2B act: activators of human PKA-R2B complex; P22694+P31323; AID 504700; hit rate 0.079% among 340,000; activation, % at 11.4 µM; PKA-R2B holoenzyme dissociation, Cy5-IP20 fluorescence polarization; R2B truncated from residue 108, S112A mutant; 0% DMSO only, 100% 113 µM cGMP;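 active = activation above a cutoff set at the mean over all compounds plus 3 SD, cut at about 18% in these data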;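 note: higher means more holoenzyme dissociation and a rise in polarization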
Target sequence (P31323 whole entry, looked up, other chains not shown, the tested form may be a part): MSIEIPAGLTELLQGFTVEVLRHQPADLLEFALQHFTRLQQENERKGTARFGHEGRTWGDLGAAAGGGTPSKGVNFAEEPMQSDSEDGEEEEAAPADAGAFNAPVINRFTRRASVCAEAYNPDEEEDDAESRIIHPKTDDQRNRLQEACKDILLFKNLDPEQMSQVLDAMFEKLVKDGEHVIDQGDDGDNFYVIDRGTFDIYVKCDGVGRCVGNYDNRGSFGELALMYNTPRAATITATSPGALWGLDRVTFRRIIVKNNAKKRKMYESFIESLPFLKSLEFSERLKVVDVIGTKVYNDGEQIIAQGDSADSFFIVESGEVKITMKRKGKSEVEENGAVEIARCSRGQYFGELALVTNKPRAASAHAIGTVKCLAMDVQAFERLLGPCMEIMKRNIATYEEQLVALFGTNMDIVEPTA
Starred values were filed as active, the others as inactive; nt = no result given.

Results follow in this order: phage Ecoli inh	HTR5A inv ctr	Ecoli viability	Mot1-301 SUMO	PKA-R1A activ	AddAB inh	CDK5 p35 inh	DAGLB inhibitor	HTR5A ag ctr	Tat transport	PKA-R2B act
O=C(c1ccccc1)N1CCN(CC(O)Cn2ccc3ccccc32)CC1 (stereo unspecified)
 : -2.0	4	-1.7	nt	2	0.4	0.6	-3	-4	-2	7
CCOc1ccccc1NC(=O)C(C)SCc1ccccc1 (stereo unspecified)
 : -0.6	-20	-2.1	6	-6	2.9	-0.4	-9	-2	8	-7
CC1=C(C(=O)OCC(C)C)C(c2cccc(F)c2)N2C(=O)C(C)SC2=N1 (stereo unspecified)
 : 1.4	-2	-1.5	171	-2	2.2	0.5	-9	-2	1	4
Cc1ccc(-c2cc(C(=O)NC3CCCCC3)no2)cc1
 : 1.9	9	0.4	33	-8	2.2	-0.7	-1	-3	-8	2
O=C(CSc1nccc(=O)[nH]1)Nc1ccc(N2CCOCC2)c(Cl)c1
 : -0.6	-5	-0.3	-10	-8	0.7	1.1	1	6	-9	12
CCOC(=O)C1CCCN(c2c(Nc3cccc(C)c3)c(=O)c2=O)C1 (stereo unspecified)
 : 3.7	-3	1.6	-6	-4	1.0	-0.9	-1	1	2	-4
O=[N+]([O-])c1nn(-c2ccc3c(c2)OCCO3)n(O)c1=NC1CCN(Cc2ccccc2)CC1
 : 4.7	-9	4.9	-6	-1	2.6	0.8	1	2	4	6
C/C(=N\OCC(=O)N/N=C/c1ccccc1O)c1cccs1
 : 0.2	-19	-0.8	15	12	-3.0	-0.3	-2	7	1	7
C=C(C)COc1ccc(-c2nc(N)ncc2-c2ccccc2OC)c(O)c1
 : -0.5	-11	-1.2	-34	-6	-2.5	0.3	-2	4	8	-4
Cc1cc(C)c2c(CC(=O)N3CCCC3)coc2c1
 : -0.7	-7	-0.9	-2	-1	-1.5	0.3	1	7	1	-7
Cc1ccc(NC(=O)c2ccc(=O)n(CC(=O)Nc3c(C)cc(C)cc3C)n2)cc1
 : 3.0	-11	-2.4	10	6	1.2	-3.9	2	3	-1	8
CCOC(=O)c1sc2nc(NC(=O)C3CCCCC3)sc2c1C
 : 3.4	-7	-1.1	3	4	-1.7	-0.1	-6	3	-7	-7
CCCc1nnc(SCC(=O)N2CCCCC2C)n1CCCOC (stereo unspecified)
 : 0.9	16	-1.6	-5	-4	-1.3	0.1	-1	0	-2	3
COc1ccc(C(C(=O)NC2CCCC2)N(C(=O)c2snc(C(N)=O)c2N)c2cc(C)ccc2OC)cc1OC (stereo unspecified)
 : 2.5	3	-0.8	-15	-3	2.9	-0.8	0	2	6	2
Cc1cccc(NS(=O)(=O)c2ccccc2)n1
 : 2.9	-4	2.1	nt	-2	4.2	1.2	-2	2	2	-7
CCOCCCNC(=S)NNC(=O)CCn1nc(C)c(Br)c1C
 : nt	5	-0.3	5	-3	1.7	-0.3	-3	-3	7	-6
CC(=O)N1CCN(C(=O)CC2OC(=O)c3ccccc32)CC1 (stereo unspecified)
 : -1.2	-21	-0.7	234	-4	2.5	-0.5	2	6	-8	-2
CCNC(=O)NC(=O)C(C)Sc1nc2ccccc2n1CC(C)C (stereo unspecified)
 : 1.7	5	0.8	0	2	-0.2	2.7	0	0	3	1
COc1cc(/C=C/C(=O)OCC(=O)NCc2ccco2)cc(OC)c1OC
 : 6.4	10	-1.1	95	-3	-0.3	0.7	2	3	-4	4
CC1(C)Cc2nc3sc4c(=O)n(CC(=O)NCc5ccccc5)cnc4c3cc2CO1
 : 3.0	14	1.7	15	-2	1.4	0.4	-1	-6	0	6

3 of these compounds, set out differently.
SMILES	phage Ecoli inh	HTR5A inv ctr	Ecoli viability	Mot1-301 SUMO	PKA-R1A activ	AddAB inh	CDK5 p35 inh	DAGLB inhibitor	HTR5A ag ctr	Tat transport	PKA-R2B act
Cc1cc(C)c2c(CC(=O)N3CCCC3)coc2c1	-0.7	-7	-0.9	-2	-1	-1.5	0.3	1	7	1	-7
CC(=O)N1CCN(C(=O)CC2OC(=O)c3ccccc32)CC1 (stereo unspecified)	-1.2	-21	-0.7	234	-4	2.5	-0.5	2	6	-8	-2
O=[N+]([O-])c1nn(-c2ccc3c(c2)OCCO3)n(O)c1=NC1CCN(Cc2ccccc2)CC1	4.7	-9	4.9	-6	-1	2.6	0.8	1	2	4	6

Other records:
Results follow in this order: phage Ecoli inh	HTR5A inv ctr	Ecoli viability	Mot1-301 SUMO	PKA-R1A activ	AddAB inh	CDK5 p35 inh	DAGLB inhibitor	HTR5A ag ctr	Tat transport	PKA-R2B act
Cc1ccccc1NC(=O)c1ccc(NC(=O)C2CC(=O)OC23CCCCC3)cc1 (stereo unspecified)
 : 0.8	12	nt	nt	-5	nt	-0.1	3	-5	3	-14
CSc1sc(C(=O)O)c(C)c1C(C)=O
 : 2.1	19	1.1	-23	-2	2.1	-0.7	-2	-7	-7	-3
Cc1cc(C)c(S(=O)(=O)NCC(c2cccnc2)N2CCN(Cc3ccccc3)CC2)c(C)c1 (stereo unspecified)
 : -1.0	4	2.1	524*	-14	1.7	-7.7	-1	-1	4	0
CCCN(CCC)CCCNC(=O)c1cn(CC)c2ccc(S(=O)(=O)N3CCc4ccccc4C3)cc2c1=O
 : 1.4	21	1.1	1	8	0.1	1.0	2	2	-3	-6
CCOc1ccccc1/C=N/n1c(C2CCCCC2)n[nH]c1=S
 : -1.7	-13	2.3	25	-3	-1.3	2.3	-3	4	3	-2
CC(=O)Nc1cccc(NC(=O)Cc2ccc3ccccc3c2)c1
 : 4.1	9	2.5	-8	-16	0.9	0.8	1	-3	4	-6
COc1ccc(NS(=O)(=O)c2cccc(C(=O)Nc3ccccc3C(=O)O)c2)cc1
 : 4.7	-12	-2.6	-1	-4	1.3	-2.1	6	1	-9	4
CCCNc1nc(-c2cc(-c3ccc(Cl)cc3)on2)cc(C(C)C)n1
 : -2.0	8	-1.6	3	-13	4.0	2.7	0	4	-2	-17
COc1cc2c(cc1OC)-c1cc(OCc3cccnc3)nc(=O)n1CC2
 : 1.3	24	nt	nt	-2	nt	1.1	-2	4	-1	7
O=c1[nH]ccc2c(O)cccc12
 : 3.6	-3	-0.4	-4	7	-0.8	3.3	-1	1	3	6
CCCn1ncc(CN2CCC(n3nccc3NC(=O)c3ccccc3OC)CC2)c1C
 : 9.6	-8	nt	-12	0	nt	0.0	-1	3	1	5
CCn1cnc2cc(NCc3ccc(OC)cc3)ccc21
 : 2.7	7	0.9	-20	4	0.7	-1.1	1	-2	-2	-3
Cc1nc2ccc(NC(=O)Cc3ccc4c(c3)OCCO4)cc2s1
 : 2.3	-3	-2.9	4	-7	2.9	0.2	-4	1	-15	1
O=C(CSc1ccc2nnc(-c3cccc(F)c3)n2n1)NCC1CCCO1 (stereo unspecified)
 : 3.4	-7	-0.1	nt	14	1.4	-0.8	-1	0	5	7
CC1=C(C#N)C(c2cccnc2)C2=C(CCCC2=O)N1 (stereo unspecified)
 : 1.8	8	-1.9	809	-12	-1.7	-0.3	-2	0	-10	-9
Cc1ccc(Cc2cncc(O)c2)cc1S(=O)(=O)O
 : 1.1	6	-3.7	3	3	0.1	0.4	-1	-3	-3	2
CCOc1ccc(N2CC(C(=O)NCCc3ccc(S(N)(=O)=O)cc3)CC2=O)cc1 (stereo unspecified)
 : -1.0	-22	1.8	145	-13	1.0	1.1	1	7	-4	-12
Cc1ccccc1C(N)c1ccncc1 (stereo unspecified)
 : 1.3	7	1.6	-1	2	4.7	0.2	-2	-2	0	-13
COc1ccc(S(=O)(=O)NCC(c2cccnc2)N2CCN(Cc3ccccc3)CC2)cc1 (stereo unspecified)
 : -2.0	6	1.6	21	-4	0.6	0.5	-3	-4	-7	-7
COC(OC)C1Nc2ccccc2C(=O)N1c1ccc(F)cc1 (stereo unspecified)
 : -2.8	-16	nt	nt	-14	nt	-2.3	0	5	-4	0

A stretch from further up, for reference:
Results follow in this order: phage Ecoli inh	HTR5A inv ctr	Ecoli viability	Mot1-301 SUMO	PKA-R1A activ	AddAB inh	CDK5 p35 inh	DAGLB inhibitor	HTR5A ag ctr	Tat transport	PKA-R2B act
O=[N+]([O-])c1nn(-c2ccc3c(c2)OCCO3)n(O)c1=NC1CCN(Cc2ccccc2)CC1
 : 4.7	-9	4.9	-6	-1	2.6	0.8	1	2	4	6
C/C(=N\OCC(=O)N/N=C/c1ccccc1O)c1cccs1
 : 0.2	-19	-0.8	15	12	-3.0	-0.3	-2	7	1	7

(list continues)
Results follow in this order: phage Ecoli inh	HTR5A inv ctr	Ecoli viability	Mot1-301 SUMO	PKA-R1A activ	AddAB inh	CDK5 p35 inh	DAGLB inhibitor	HTR5A ag ctr	Tat transport	PKA-R2B act
CS(=O)(=O)c1ccc(C(=O)OCc2nnc(-c3ccccc3)o2)cc1[N+](=O)[O-]
 : 2.3	9	nt	nt	-4	nt	0.6	-14	-3	7	-10
CC(=O)c1ccccc1C(=O)N1CCCC(CNC(=O)c2ccccc2Cl)C1 (stereo unspecified)
 : -1.1	-13	-0.7	47	12	1.5	nt	-3	1	-5	-5
COc1ccc(C(=O)N2CC(=O)N(CCc3ccccc3)C(=O)C2)cc1OC
 : 1.8	19	-2.6	-2	-1	1.9	-0.7	-1	-3	-5	-11
O=C1c2ccccc2C(=O)N1Cc1ccccn1
 : 1.9	-6	1.3	-20	-4	2.1	-1.4	1	2	-3	3
CNS(=O)(=O)c1ccc2c(c1)C(=O)c1cc(S(=O)(=O)NC)ccc1CC2
 : 1.8	-21	-0.4	-22	-12	-0.2	-1.8	-4	-5	-1	4
CCCc1ccc(OCC(O)CN2CCN(CCO)CC2)cc1 (stereo unspecified)
 : 0.2	-4	-2.3	10	0	-0.8	-0.9	0	1	-5	13
Cc1ccc(C2Nc3cccc4cccc(c34)N2)s1
 : -1.8	-8	-0.6	-1	2	3.5	1.5	10	2	-3	4
O=c1[nH][nH]cc1C=Nc1ccc(Oc2ccccc2)cc1
 : 5.1	-29	-0.8	18	4	1.5	-1.6	4	11	-8	1
COc1cc(OC)cc(C(=O)N2CCN(C(=O)Cc3ccccc3)CC2)c1
 : -0.2	-9	1.1	nt	-9	1.4	-1.3	0	3	-2	4
CCN(CC)S(=O)(=O)c1ccc(S(=O)(=O)Nc2ccc(C(=O)N3CCCC3)cc2)cc1
 : 1.4	-12	0.0	-5	9	2.3	-1.5	3	2	4	2

As entered above.
Result of COc1ccc(C(=O)N2CC(=O)N(CCc3ccccc3)C(=O)C2)cc1OC under PKA-R1A activ: -1
Result of CC(=O)c1ccccc1C(=O)N1CCCC(CNC(=O)c2ccccc2Cl)C1 (stereo unspecified) under Ecoli viability: -0.7
Result of CS(=O)(=O)c1ccc(C(=O)OCc2nnc(-c3ccccc3)o2)cc1[N+](=O)[O-] under CDK5 p35 inh: 0.6
Result of O=C1c2ccccc2C(=O)N1Cc1ccccn1 under Tat transport: -3
Result of O=c1[nH][nH]cc1C=Nc1ccc(Oc2ccccc2)cc1 under HTR5A inv ctr: -29
